Source: PubChem
HCMV inh: inhibitors of human cytomegalovirus. HFF cells, HCMV-luciferase reporter, 72 h; active compounds read low. activity change, negative = inhibition, % at 57.5 µM. actives 4.5% (n = 410,000). AID 1259415; in the data active = activity change below about -60%; inconclusive = no clear call, values can overlap the other calls; inactive = above about -39%; note: % is set by controls: 0 for no effect and ±100 for the full control effect
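HFF cells seeded 16 h at 37C, treated with compounds, infected with luciferase-reporter HCMV at MOI 1 PFU/cell; luciferase read at 72 h post infection, normalized to buffer-only and Salinomycin controls.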
Shiga inhibitor: blocks Shiga toxin action in Vero cells; actives 9.2% (n = 290,000); inhibition, % at 38.7 µM; Vero cells, Shiga toxin protein synthesis inhibition reporter; AID 2315; in the data active = inhibition mostly above about 28%, no sharp cut-off; inactive = mostly below about 43%; note: 0% is about no effect
CHX counter: affects cycloheximide protein synthesis inhibition readout, counter-screen; actives 12% (n = 300,000); cell reporter, cycloheximide protein synthesis inhibition counterscreen; max response, %; AID 2314; in the data active = max response mostly above about 13%, no sharp cut-off; inactive = mostly below about 14%; note: read at 38.3 µM for the half of the compounds with a filed dose; 0% is about no effect
FBPA Giardia inh: Giardia lamblia aldolase inhibition | purified Giardia FBPA | A8B2U2 | Potency, µM (highest dose often 59.6 µM), for the others: top-dose activity, negative = inhibition, hits mostly inhibitors | actives 0.71% (n = 290,000); note: potency is the fitted concentration of half-maximal effect; % is set by controls: 0 for no effect and ±100 for the full control effect; nearly all actives have a fitted effect of over 55% in size
Target sequence (A8B2U2 whole entry, looked up): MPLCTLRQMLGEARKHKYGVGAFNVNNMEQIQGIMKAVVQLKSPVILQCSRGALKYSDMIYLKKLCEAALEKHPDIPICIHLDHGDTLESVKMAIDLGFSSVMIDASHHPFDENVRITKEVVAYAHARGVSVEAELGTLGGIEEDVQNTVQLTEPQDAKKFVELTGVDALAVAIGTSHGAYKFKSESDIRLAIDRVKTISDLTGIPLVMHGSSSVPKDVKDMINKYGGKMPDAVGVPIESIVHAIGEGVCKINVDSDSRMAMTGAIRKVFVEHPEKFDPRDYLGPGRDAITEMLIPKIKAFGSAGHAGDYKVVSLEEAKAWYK
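40 nM FBPA preincubated 10 min at RT with compound (up to 57.5 uM final), then substrate plus GAPDH/TPI/NAD/arsenate coupling and diaphorase/resazurin added. Fluorescence read after 20 min at RT, 525/598 nm.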
AmpC detergent: blocks E. coli AmpC beta-lactamase in detergent assay; AID 485294; Potency, µM (top dose mostly 114 µM), for the others: top-dose activity change, negative = inhibition, usual class: inhibitors; actives 0.041% (n = 370,000); AmpC hydrolysis of nitrocefin, absorbance 480 nm, 0.01% Triton;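 note: potency is the fitted concentration of half-maximal effect; 0% = no-compound wells and -100% = no-enzyme wells; nearly all actives have a fitted effect of over 25% in size; some results filed as inactive show a strong effect at the top dose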
Target sequence (P00811 whole entry, looked up): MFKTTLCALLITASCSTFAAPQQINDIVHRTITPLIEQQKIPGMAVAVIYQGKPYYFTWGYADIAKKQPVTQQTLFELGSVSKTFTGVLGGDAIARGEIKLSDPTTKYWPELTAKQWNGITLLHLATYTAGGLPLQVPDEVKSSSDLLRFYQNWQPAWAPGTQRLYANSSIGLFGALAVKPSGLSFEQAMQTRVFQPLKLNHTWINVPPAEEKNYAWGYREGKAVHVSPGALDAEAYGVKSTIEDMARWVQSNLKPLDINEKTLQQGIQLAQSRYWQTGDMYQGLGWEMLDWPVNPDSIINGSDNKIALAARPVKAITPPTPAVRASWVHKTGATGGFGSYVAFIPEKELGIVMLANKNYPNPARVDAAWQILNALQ
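20 mM phosphate pH 7.0 + 0.01% (detergent screen) or 0.0001% Triton X-100; 5.3 nM AmpC reagent; cpd preinc 15 min RT; nitrocefin (800 uM stock) to start; A480 q20 s × 4 min; Activity was normalised to no-enzyme and no-compound control wells.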
AMA1 RON2 block: disrupts binding of P. falciparum AMA1 to RON2. AlphaScreen AMA1-biotinylated RON2 peptide binding. Potency, µM (highest dose often 58.2 µM), without a hit: top-dose activity change, negative = inhibition, actives largely listed as inhibitors. actives 0.2% (n = 360,000). AID 720542;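 note: potency is the fitted concentration of half-maximal effect; 0% = vehicle wells and -100% = peptide control; nearly all actives have a fitted effect of over 45% in size; some results filed as inactive show a strong effect at the top dose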
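AMA1 (3D7) with his tag at 25 nM final met compounds first, then biotinylated RON2 peptide at 25 nM; detection used donor plus acceptor beads, 10 µg/mL apiece, read by AlphaScreen after 30 min at room temperature.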
AmpC no deterg: AmpC beta-lactamase inhibition without detergent; P00811; AmpC nitrocefin hydrolysis, absorbance 480 nm, 0.0001% Triton; Potency, µM (titrated, usually from 57.1 µM), for the others: at the highest dose activity change, negative = inhibition, usual class: inhibitors; actives 0.52% (n = 330,000); AID 485341;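 note: potency is the fitted concentration of half-maximal effect; plate controls were no compound for no effect and no enzyme for full effect; nearly all actives have a fitted effect of over 20% in size; some results filed as inactive show a strong effect at the top dose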
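20 mM phosphate pH 7.0 + 0.01% (detergent screen) or 0.0001% Triton X-100; 5.3 nM AmpC reagent; cpd preinc 15 min RT; nitrocefin (800 uM stock) to start; A480 q20 s × 4 min; Activity was normalised to no-enzyme and no-compound control wells.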
Numbers without * were called inactive; u = inconclusive; x = no result given; & = joins results of further samples; [ ] = dose if it differs, or a comment. Unless noted, calls come from the whole dose curve; as a rule, active = well fitted curve in the direction sought with a large enough effect; inconclusive = small, poorly fitted or top-dose-only effect, or another doubt; inactive = no such curve, though single readings can be large; an effect the other way counts as inactive or inconclusive.

cpd | SMILES | CHX counter | Shiga inhibitor | AMA1 RON2 block | AmpC detergent | HCMV inh | AmpC no deterg | FBPA Giardia inh
1 | CC(C)CN(C(=O)CN(C)C(=O)Cc1ccccc1Cl)c1c(N)n(CC(C)C)c(=O)[nH]c1=O | -1 | 6 | 7% | 3% | 9 | -3% | x
2 | Cn1c(=O)oc2cc(S(=O)(=O)NCCC(=O)NC3CCCc4ccccc43)ccc21 (stereo unspecified) | 3 | -5 | -8% | 2% | -9 | 1% | 0%
3 | CCn1c(Cc2ccccc2)nnc1SCC(=O)Nc1nc(C)c(C)s1 | 7 | -17 | -5% | -4% | 42 | -20% | -4%
4 | CCc1ccccc1NC(=O)N[C@H](C(=O)O)C(C)C | -7 | -23 | -1% | -16% | -29 | -11% | -1%
5 | Cc1ccc(OCCC(=O)OCC(=O)Nc2ccc(Cl)cn2)cc1 | 5 | -19 | 0% | -3% | 4 | -26% | 1%
6 | COc1ccc(-c2csc(NC(=O)COC(=O)C3=COCCO3)n2)cc1 | 33* | 53 | 8% | 4% | 54 | -3% | 7%
7 | CCOC(=O)C1=C(c2ccccc2)N=c2s/c(=C\c3cccc(O)c3)c(=O)n2C1c1cccs1 (stereo unspecified) | -1 | -8 | -12% | -1% | -30 | -36% | -8%
8 | O=C(c1cnsn1)N1CCC(CO)(Cc2ccc(Cl)cc2)CC1 | 4 | -11 | 0% | 0% | -10 | 72%[activator] | 5%
9 | COc1ccc(-c2noc(-c3ccccc3C(=O)Nc3cccnc3)n2)cc1 | 6 | 27 | -1% | -2% | 10 | -12% | 0%
10 | Cc1cc(C)c(-n2c(SCCS(=O)(=O)c3ccc(F)cc3)n[nH]c2=O)c(C)c1 | -2 | -2 | 8% | 1% | -24 | 25% | 1%
11 | CCc1ccc(N2CC(O)(c3cccs3)[N+]3=C2SCCC3)cc1 (stereo unspecified) | 0 | 5 | 0% | -10% | -33 | 2% | 6%
12 | COC(=O)C1=C(C)N(Cc2ccccc2)C(=NCCN2CCOCC2)N[C@H]1CCc1ccccc1 | -2 | -7 | 1% | -14% | -15 | 76%&-2%[activator] | -9%
13 | O=C(c1ccco1)N1CCN(C(c2ccccn2)c2nnnn2C2CCCC2)CC1 (stereo unspecified) | 37* | 86* | 3% | -1% | -7 | -3% | 3%
14 | Cn1cccc1C(=O)OCc1cc(-c2ccco2)on1 | x | x | -30% | -2% | 56 | -21% | x
15 | CCS(=O)(=O)NCC(c1ccco1)N1CCN(c2ccccc2F)CC1 (stereo unspecified) | -3 | -9 | 10% | 4% | 6 | 3% | 3%

10 compounds out of the list, arranged by count of non-hydrogen atoms, low to high.
cpd | SMILES | CHX counter | Shiga inhibitor | AMA1 RON2 block | AmpC detergent | HCMV inh | AmpC no deterg | FBPA Giardia inh
4 | CCc1ccccc1NC(=O)N[C@H](C(=O)O)C(C)C | -7 | -23 | -1% | -16% | -29 | -11% | -1%
14 | Cn1cccc1C(=O)OCc1cc(-c2ccco2)on1 | x | x | -30% | -2% | 56 | -21% | x
8 | O=C(c1cnsn1)N1CCC(CO)(Cc2ccc(Cl)cc2)CC1 | 4 | -11 | 0% | 0% | -10 | 72%[activator] | 5%
5 | Cc1ccc(OCCC(=O)OCC(=O)Nc2ccc(Cl)cn2)cc1 | 5 | -19 | 0% | -3% | 4 | -26% | 1%
6 | COc1ccc(-c2csc(NC(=O)COC(=O)C3=COCCO3)n2)cc1 | 33* | 53 | 8% | 4% | 54 | -3% | 7%
10 | Cc1cc(C)c(-n2c(SCCS(=O)(=O)c3ccc(F)cc3)n[nH]c2=O)c(C)c1 | -2 | -2 | 8% | 1% | -24 | 25% | 1%
2 | Cn1c(=O)oc2cc(S(=O)(=O)NCCC(=O)NC3CCCc4ccccc43)ccc21 (stereo unspecified) | 3 | -5 | -8% | 2% | -9 | 1% | 0%
1 | CC(C)CN(C(=O)CN(C)C(=O)Cc1ccccc1Cl)c1c(N)n(CC(C)C)c(=O)[nH]c1=O | -1 | 6 | 7% | 3% | 9 | -3% | x
7 | CCOC(=O)C1=C(c2ccccc2)N=c2s/c(=C\c3cccc(O)c3)c(=O)n2C1c1cccs1 (stereo unspecified) | -1 | -8 | -12% | -1% | -30 | -36% | -8%
12 | COC(=O)C1=C(C)N(Cc2ccccc2)C(=NCCN2CCOCC2)N[C@H]1CCc1ccccc1 | -2 | -7 | 1% | -14% | -15 | 76%&-2%[activator] | -9%

Next section
cpd | SMILES | CHX counter | Shiga inhibitor | AMA1 RON2 block | AmpC detergent | HCMV inh | AmpC no deterg | FBPA Giardia inh
16 | CCCC(=O)Nc1cccc(C(=O)Nc2nccs2)c1 | 9 | 2 | 10% | u | 6 | -15% | 0%
17 | O=C(CCNS(=O)(=O)c1ccccc1)NCCCSc1ccccc1 | -3 | -3 | -3% | 2% | -4 | 2% | x
18 | Cc1c(CCC(=O)N2CCC[C@H]2C(=O)O)c(=O)oc2cc3oc4c(c3cc12)CCCC4 | -1 | -2 | -3% | u | x | -21% | 11%
19 | c1csc(-c2nc3nc4ccccc4nc3n2Cc2ccc3c(c2)OCO3)c1 | 12* | 33* | 19% | u | -24 | -59% | u
20 | COc1ccc(Nc2nc(-c3cccnc3)nc3ccccc23)cn1 | -5 | -3 | -3% | -1% | 10 | -2% | -29%
21 | Brc1c(CSc2nc3ccccc3s2)nc2ncccn12 | 23* | 43 | -7% | -8% | 38 | 3% | -14%
22 | COc1ccc(-n2nnnc2SCC(=O)N(C)C2CCS(=O)(=O)C2)cc1 (stereo unspecified) | x | x | -5% | x | -29 | -11% | x
23 | CN1CCN(CC(=O)Nc2sc3c(c2C#N)CCC(C(C)(C)C)C3)CC1 (stereo unspecified) | -4 | -10 | x | -5% | x | 2% | 1%
24 | COC(=O)Cc1c(O)ccn(CCc2ccccc2)c1=O | -1 | -10 | 3% | -10% | -4 | -17% | 1%
25 | CCN1C(=O)/C(=C/c2cn(C)nc2C)SC1=S | -3 | 17 | -4% | 2% | -7 | 7% | 1%
26 | O=C(NC1CCS(=O)(=O)C1)/C(=C\c1ccccc1)NC(=O)c1ccccc1 (stereo unspecified) | -4 | -9 | 7% | -2% | -14 | -17% | 0%
27 | Cc1ccc(S(=O)(=O)NC(C)(C)CSc2nnc(Nc3ccccc3)s2)cc1 | -3 | -19 | -5% | -10% | -25 | -41% | -5%
28 | Cc1ccc(Cl)cc1-n1ncc2c(NNC(=O)c3ccco3)ncnc21 | 4 | 19 | 53%[activator] | 0% | 63 | -33% | -6%
29 | Cc1cccc(OC(C)C(=O)N2CCCN(C)CC2)c1C (stereo unspecified) | 5 | -26 | -5% | 0% | x | 29% | x
30 | COc1ccc(S(=O)(=O)N(C)C)cc1NCC(=O)Nc1ccc(F)cc1F | -1 | -5 | -8% | -12% | 7 | -15% | 4%
31 | CN(CC(=O)Nc1ccccc1C(F)(F)F)C(=O)c1ccc(-c2ccc(Cl)cc2)o1 | x | x | 26% | 0% | -11 | 169%[activator] | x
32 | CC(=O)Nc1ccc(S(=O)(=O)Nc2nc(CN3CCOCC3)nc3sc4c(c23)CCCC4)cc1 | -3 | -8 | 87%[activator] | 2% | -11 | 47% | -7%
33 | CCOC(=O)NCCOC(=O)Nc1ccc(Cl)cc1 | 11 | 28 | 8% | 1% | 38 | -15% | -10%
34 | COCCCNC(=O)C1CCC(CNS(=O)(=O)c2ccc3c(c2)N(C(C)=O)CCO3)CC1 (stereo unspecified) | -2 | 8 | 12% | 6% | -2 | 22% | x
35 | COC(=O)c1ccc(COC(=O)c2cccn2C)o1 | 24* | 140* | -24% | u | -12 | -4% | -2%
36 | O=Cc1c[nH]c2ccc(C(=O)c3ccccc3)cc12 | 32* | x | -5% | -2% | 10 | -18% | -16%
37 | CCn1nc(C)cc1C(=O)N1CCc2c([nH]c3ccccc23)C1c1cc(F)ccc1F (stereo unspecified) | 55* | 82* | -17% | 4% | 49 | 115%[activator] | -3%
38 | CC1CCCN(CCCOc2ccc(Cl)cc2Br)C1 (stereo unspecified) | 37* | 103* | -19% | 2% | -11 | 7% | -23%
39 | O=c1c(C(c2ccccc2)c2c(O)nc3n(c2=O)CCCS3)c(O)nc2n1CCCS2 | 6 | -13 | 32%[activator] | -11% | 16 | -27% | -1%
40 | Cc1ccccc1S(=O)(=O)Cc1ccc(C(=O)NCCN(CC(C)C)CC(C)C)o1 | -2 | -8 | -13% | 3% | -3 | 88%[activator] | -13%
41 | Cc1nc(NC(=O)CSC2=NCCS2)sc1C(=O)N(C)C | 9 | -15 | 0% | 0% | -13 | 13% | x
42 | CCCCn1c(=O)c(F)cn(Cc2ccc(OC)c([N+](=O)[O-])c2)c1=O | 3 | -7 | 5% | -16% | 7 | -20% | 5%
43 | C#CCOCCOCCOCCNc1nc(OC)nc(N2CCN(C(=O)[C@H](CCC(=O)O)n3cc(C(N)CO)nn3)CC2)n1 (stereo partly specified) | x | x | 25% | -7% | -11 | 13% | x
44 | CC(C)CCNCC(=O)NC(c1ccccc1)c1ccccc1 | -2 | -11 | -5% | -1% | -21 | 3% | u
45 | O=C(COc1ccc(S(=O)(=O)N2CCOCC2)cc1)Nc1ccc2c(c1)OCCO2 | -1 | -14 | -11% | -1% | -12 | -17% | 3%
46 | COC(=O)c1ccccc1NS(=O)(=O)c1ccc2c(c1)oc(=O)n2C | -1 | x | 1% | -1% | -17 | -2% | 4%
47 | COc1ccc(-c2cc(C(=O)Nc3cccc(Cl)c3)no2)cc1 | 42* | 85* | 1% | -1% | 1 | -24% | -2%
48 | O=C(NCCc1c[nH]c2ccccc12)c1cnc2sccn2c1=O | 34* | 84* | 0% | u | 133 | -7% | 0%
49 | COc1ccc(C2c3c(-c4ccccc4O)n[nH]c3C(=O)N2CCc2ccc(OC)c(OC)c2)cc1 (stereo unspecified) | 7 | -13 | -8% | -3% | -32 | 5% | 0%
50 | O=c1c2ccccc2nc(CSc2ncnc3nc[nH]c23)n1-c1cccc(C(F)(F)F)c1 | -3 | -19 | 2% | 3% | -3 | 29% | -21%
51 | Cc1cccc(NC(=O)c2ccc(NC(C)c3ccccc3)c([N+](=O)[O-])c2)n1 (stereo unspecified) | 16 | 19 | 3% | -8% | 5 | -7% | -14%
52 | COc1cccc(CNC(=O)CCc2nc3cc(S(=O)(=O)N4CCOCC4)ccc3n2C)c1 | x | x | 10% | u | -3 | u | x
53 | Cc1ccc(S(=O)(=O)CCC(=O)OCC(=O)N2CCN(c3ccccc3)CC2)cc1 | x | x | 0% | -14% | -10 | 15% | x
54 | O=C(COc1cccc(Oc2ccccc2)c1)Nc1ncccn1 | 14* | 29* | -1% | -6% | -1 | -4% | 15%
55 | CCc1cccc(NC(=O)Cc2ccc(OC)c(OC)c2)c1 | -2 | -4 | 10%[2.32 µM] | -6% | -82* | -27% | 4%
56 | COc1cc(C(C)=O)ccc1OCC(O)CNCC1(N2CCCCC2)CCCCC1 (stereo unspecified) | 2 | -2 | -17% | u | 85 | -15% | -24%
57 | O=C(O)C1C(C(=O)O)C1(c1ccccc1)c1ccccc1 (stereo unspecified) | -3 | 10 | 16% | 0% | 0 | -17% | -3%
58 | O=S(=O)(Nc1cccnc1)c1cccs1 | 12 | 31 | 2% | -14% | 11 | -13% | -2%
